FBW7 act: FBW7 E3 ligase activators, primary screen, biochemical, AlphaScreen, human; AID 1259310, 2017; AlphaScreen FBW7–phospho-cyclin E peptide binding, activator screen; F-box/WD repeat-containing protein 7 (Homo sapiens), Q969H0; 0.13% of 650,000 active; normalized activity (activation), % at 26.1 µM; in the data active = normalized activity above about 1.9%;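 also: purified mutant Fbw7 with reduced substrate affinity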
Target sequence (Q969H0 whole entry, looked up): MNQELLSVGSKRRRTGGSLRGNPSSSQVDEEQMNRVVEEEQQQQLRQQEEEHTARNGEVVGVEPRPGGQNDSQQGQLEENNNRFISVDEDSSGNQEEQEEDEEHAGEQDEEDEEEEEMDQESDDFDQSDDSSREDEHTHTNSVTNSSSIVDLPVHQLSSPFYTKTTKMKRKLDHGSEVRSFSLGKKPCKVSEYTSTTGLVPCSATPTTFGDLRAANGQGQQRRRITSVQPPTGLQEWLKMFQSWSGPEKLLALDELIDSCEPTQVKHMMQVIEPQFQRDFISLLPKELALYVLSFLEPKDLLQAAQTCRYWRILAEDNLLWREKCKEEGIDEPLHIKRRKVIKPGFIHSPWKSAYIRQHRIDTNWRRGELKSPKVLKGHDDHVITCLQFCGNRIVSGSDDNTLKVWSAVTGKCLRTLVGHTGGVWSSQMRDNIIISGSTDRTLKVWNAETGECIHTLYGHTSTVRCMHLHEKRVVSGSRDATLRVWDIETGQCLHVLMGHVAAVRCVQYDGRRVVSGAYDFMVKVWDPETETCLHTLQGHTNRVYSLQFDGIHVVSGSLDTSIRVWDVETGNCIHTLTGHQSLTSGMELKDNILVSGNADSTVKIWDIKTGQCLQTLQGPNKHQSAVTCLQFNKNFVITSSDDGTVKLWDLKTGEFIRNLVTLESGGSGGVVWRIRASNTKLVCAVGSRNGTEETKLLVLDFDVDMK
TEAD-YAP block: TEAD-YAP interaction inhibition, primary screen, TEAD-YAP interaction inhibitor project, luminescence, HEK-TIYL cells; TEAD-Gal4/YAP UAS-luciferase luminescence; inhibition, % at 9.12 µM; 1.4% of 640,000 active; in the data active = inhibition above about 32%;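 also: 0% = median of test compound wells and 100% = reference inhibitor wells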
MITF inh: MITF inhibitors, primary screen, biochemical, AlphaScreen, human. Microphthalmia-associated transcription factor (Homo sapiens), O75030. AlphaScreen MITF homodimerization, bead proximity signal. inhibition, % at 2.6 µM. 0.91% of 650,000 active. AID 1259374, 2018; in the data active = inhibition above about 50%;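 also: 0% = vehicle wells with protein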
GPR151 activ: activators of human GPR151, primary screen, cell-based, PathHunter beta-arrestin, luminescence; G-protein coupled receptor 151 (Homo sapiens), Q8TDV0; activation, % at 11.2 µM; 1% of 650,000 active; PathHunter beta-arrestin GPR151 cells; in the data active = activation above about 4.9%;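 also: 0% = median of compound wells and 100% = cells with positive control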
Active calls of the source: *; & = joins results of further samples.

SMILES	FBW7 act	TEAD-YAP block	MITF inh	GPR151 activ
COc1ccc(C(=O)COC(=O)CN2C(=O)C3CC=CCC3C2=O)cc1 (stereo not given)	0.5	2	2	-0.6
CON1C(=O)c2cccc3c(Br)ccc(c23)C1=O	0.0	4	-2	0.7
Cn1ccnc1C(NC(=O)Cc1cccc(O)c1)c1ccc(F)c(F)c1 (stereo not given)	0.0	-9	1	-0.9
CCN(CC)S(=O)(=O)c1ccc2oc(=S)n(CN3CCCCC3)c2c1	0.0	-7	11	2.9
Nc1nc(-c2ccc([N+](=O)[O-])cc2)c(C(=O)Nc2ccc(-c3ccccc3)cc2)s1	0.1	14	0	-0.2
COCCn1nnnc1C(c1ccc(O)cc1)N1CCN(C)CC1 (stereo not given)	0.5	14	10	1.4
CC1CCN(Cc2nnnn2CC(=O)N2CCC[C@H]2CO)CC1	-0.2	-5	-10	-2.0
Cc1ccc(C2c3c(oc4ccc(C)cc4c3=O)C(=O)N2CCCN(C)C)cc1 (stereo not given)	-0.1	-45	-5	0.8
O=C(c1ccc2nc3ccccc3c(=O)n2c1)N1CCN(Cc2ccc3c(c2)OCO3)CC1	0.3	11	5	0.5
CCOC(CCn1c(SCC(=O)Nc2cc(C)[nH]n2)nc2ccccc2c1=O)OCC	-0.3	10	-3	0.4
COc1ccc(-c2nc3cc(NC(=O)COc4ccc(C)cc4C)ccc3o2)cc1Cl	0.2	-22	-9	-0.3
CC(C)(C)NC(=O)NCCC1CCCCN1S(=O)(=O)c1cccs1 (stereo not given)	-0.1	-4	-2	1.2
O=C(N/N=C/c1c[nH]c2ccccc12)c1cc(Br)ccc1O	0.0	-9	8	-1.6
COC(=O)C1=C(C)NC(C)=C(C(=O)OC)C1C(=O)OCc1csc(-c2ccccc2)n1	-0.1	-8	-1	3.6
Cc1cccc(N(C)C(=O)CCS(=O)(=O)c2ccc3c(c2)OCC(=O)N3)c1	-0.1	3	2	0.7
Cc1ccc(-n2c(=S)[nH]c3c(sc(=S)n3-c3ccccc3C)c2=O)cc1	-0.1	-19	5	0.2
O=C(Cc1ccc2c(c1)OCCO2)Nc1ccc2ccccc2c1	0.0	42*	0	0.3
Brc1ccccc1-c1csc(=Nc2cccnc2)n1C1CC1	-0.4	-13	6	-1.5
COc1cc(C(=O)N2CCN(CCN=Cc3c(C)[nH]n(-c4ccc([N+](=O)[O-])cc4)c3=O)CC2)cc(OC)c1OC	-0.2	12	-5	-7.7
COc1ccc2nc3sc(C(=O)Nc4ccc([N+](=O)[O-])cc4)c(N)c3cc2c1	-0.1	3	-2	0.2
Cc1[nH]c(=O)n(Cc2ccccc2)c(=O)c1Cl	-0.1	-1	-1	0.6
Cc1ccccc1-c1cccc(CN2CCc3nnc(C4CCCO4)n3CC2)c1 (stereo not given)	0.3	9	-6	0.8
O=C(Nc1ccc(Cl)c2ncsc12)c1ccc(Cl)s1	-0.2	-68	-9	-0.5
COc1ccc(C2CC(=O)NC(SCC(=O)Nc3ccc(C)c(C)c3)=C2C#N)cc1OC (stereo not given)	0.7	-1	4	-1.4
CC(C)c1ccc(Nc2nccn3c(-c4cccc(C(=O)NCCO)c4)cnc23)cc1	0.1	-2	-1	-0.9
N#Cc1ccccc1NC(=O)c1ccccc1I	0.1	-2	21	0.1
CSCCC(NC(=O)c1ccccc1C)C(=O)O (stereo not given)	0.0	-6	-3	1.7
COc1cc(C(=O)COC(=O)C2CCCCC2)cc(OC)c1OC	-0.1	-5	-2	1.4
O=C(NCCc1ccccc1)C1CCC(Cn2c(SCc3ccc([N+](=O)[O-])cc3)nc3ccccc3c2=O)CC1 (stereo not given)	0.0	-2	4	-0.2
COC(=O)CCC(=O)NNC(=O)c1ccccc1I	0.0	-8	11	0.3

Ordered by length of the SMILES (falling): part of the list above
SMILES	FBW7 act	TEAD-YAP block	MITF inh	GPR151 activ
COc1cc(C(=O)N2CCN(CCN=Cc3c(C)[nH]n(-c4ccc([N+](=O)[O-])cc4)c3=O)CC2)cc(OC)c1OC	-0.2	12	-5	-7.7
O=C(NCCc1ccccc1)C1CCC(Cn2c(SCc3ccc([N+](=O)[O-])cc3)nc3ccccc3c2=O)CC1 (stereo not given)	0.0	-2	4	-0.2
COC(=O)C1=C(C)NC(C)=C(C(=O)OC)C1C(=O)OCc1csc(-c2ccccc2)n1	-0.1	-8	-1	3.6
O=C(c1ccc2nc3ccccc3c(=O)n2c1)N1CCN(Cc2ccc3c(c2)OCO3)CC1	0.3	11	5	0.5
COc1ccc2nc3sc(C(=O)Nc4ccc([N+](=O)[O-])cc4)c(N)c3cc2c1	-0.1	3	-2	0.2
Cc1cccc(N(C)C(=O)CCS(=O)(=O)c2ccc3c(c2)OCC(=O)N3)c1	-0.1	3	2	0.7
COc1ccc(-c2nc3cc(NC(=O)COc4ccc(C)cc4C)ccc3o2)cc1Cl	0.2	-22	-9	-0.3
Cc1ccc(C2c3c(oc4ccc(C)cc4c3=O)C(=O)N2CCCN(C)C)cc1 (stereo not given)	-0.1	-45	-5	0.8
Cc1ccccc1-c1cccc(CN2CCc3nnc(C4CCCO4)n3CC2)c1 (stereo not given)	0.3	9	-6	0.8
CC(C)(C)NC(=O)NCCC1CCCCN1S(=O)(=O)c1cccs1 (stereo not given)	-0.1	-4	-2	1.2
O=C(N/N=C/c1c[nH]c2ccccc12)c1cc(Br)ccc1O	0.0	-9	8	-1.6
COc1cc(C(=O)COC(=O)C2CCCCC2)cc(OC)c1OC	-0.1	-5	-2	1.4
O=C(Cc1ccc2c(c1)OCCO2)Nc1ccc2ccccc2c1	0.0	42*	0	0.3
Brc1ccccc1-c1csc(=Nc2cccnc2)n1C1CC1	-0.4	-13	6	-1.5
O=C(Nc1ccc(Cl)c2ncsc12)c1ccc(Cl)s1	-0.2	-68	-9	-0.5
Cc1[nH]c(=O)n(Cc2ccccc2)c(=O)c1Cl	-0.1	-1	-1	0.6
COC(=O)CCC(=O)NNC(=O)c1ccccc1I	0.0	-8	11	0.3
CSCCC(NC(=O)c1ccccc1C)C(=O)O (stereo not given)	0.0	-6	-3	1.7
N#Cc1ccccc1NC(=O)c1ccccc1I	0.1	-2	21	0.1

Continued.
SMILES	FBW7 act	TEAD-YAP block	MITF inh	GPR151 activ
COc1cccc(NC(=O)c2sc3nc(-c4cccc([N+](=O)[O-])c4)cn3c2C)c1	0.2	-6	7	0.3
Cc1cccc(NC2=NC(C)(C)N=C(N)N2)c1	-0.2	10	3	0.3
CCCCOC(=O)C1=C(N)N2C(=O)C(C)SC2=C(C(=O)OCC)C1c1cccs1 (stereo not given)	0.0	-3	-3	0.4
COc1ccc(NC(=O)Cc2ccc(-n3cccc3)cc2)c(OC)c1	-0.4	-8	1	0.3
CCOC(=O)CCC(=O)Nc1ccc(S(=O)(=O)Nc2cc(OC)nc(OC)n2)cc1	0.0	1	1	0.8
CCCCOc1ccc(C2=N/C(=C\c3ccc(OC)c(OC(C)=O)c3)C(=O)O2)cc1	-0.1	3	9	0.8
CN1CCN(c2nc(-c3ccccc3)c3ccccc3n2)CC1	0.3	8	-2	0.8
CCN(CC)c1nc(N)nc(NS(=O)(=O)c2ccc(Cl)cc2)n1	0.1	-10	1	-0.2
CN1CCN(S(=O)(=O)c2ccccc2N)CC1	-0.1	6	5	0.5
COc1ccc(/C=C/C(=O)Oc2ccc3c(C)cc(=O)oc3c2C(C)=O)cc1	0.7	1	7	3.1

The list continues.
Short keys – A = FBW7 act; B = TEAD-YAP block; C = MITF inh; D = GPR151 activ
COc1ccc(-c2nc(C(N)=O)c3[nH]c(=O)n(Cc4ccccc4)c3n2)cc1
  A: 0.0	B: 5	C: 19	D: -0.2

CC(C(=O)N(C)c1ccccc1)N1C(=O)NC(C)(c2ccccc2)C1=O (stereo not given)
  A: 0.2	B: -3	C: 0	D: -1.0

Cc1ccc(NC(=O)C2CCCN2S(=O)(=O)c2cccc3nsnc23)c(C)c1 (stereo not given)
  A: -0.2	B: -6	C: -1	D: -0.5

O=C(CCCN1C(=O)/C(=C/c2cccs2)SC1=S)Nc1ccccc1O
  A: -0.3	B: 1	C: -2	D: -0.7

COC(=O)C1=C(C(=O)OC)SC(=C2C(=S)C(C)(C)N(C(=O)c3ccc(-c4ccccc4)cc3)c3ccccc32)S1
  A: 0.1	B: 2	C: 20	D: -0.5

CN(Cc1ccncc1)Cc1nnc(SCCCO)n1-c1cccc(Cl)c1
  A: -0.1	B: -3	C: 3	D: -1.4

CCOCCCNC(=O)Cn1cc2c(n1)CCCC2
  A: 0.0	B: 2	C: -10	D: -0.5

CC(=O)N(Cc1cc2cc3c(cc2[nH]c1=O)OCO3)CC1CCCO1 (stereo not given)
  A: 0.5	B: 0	C: 3	D: -0.8

O=C(CSc1cccc[n+]1[O-])Nc1ccc(Cl)cn1
  A: 0.1	B: -6	C: 13	D: -1.5

CCOc1ccc2cc(C#N)c(SCC(=O)Nc3ccc4c(c3)OCCO4)nc2c1
  A: 0.2	B: -15	C: -6	D: 0.0

CCC(NS(=O)(=O)c1ccc(C)cc1)C(=O)N(C)Cc1ccccc1 (stereo not given)
  A: 0.0	B: 2	C: -5	D: 0.1

CCCCc1ccc(NC(=O)c2ccco2)cc1
  A: 0.1	B: -7	C: 20	D: -4.4

Cc1cc(SCC(=O)NC2CCS(=O)(=O)C2)n2c(nc3ccccc32)c1C#N (stereo not given)
  A: 0.3	B: 11	C: 14	D: -0.8

COc1ccc2c(c1)C[C@H](C(=O)Nc1ccc(-c3cn[nH]c3)cc1O[C@@H]1CCN(C)C1)CO2
  A: -0.4	B: -8	C: -5	D: 1.0

Cc1ccc(CCNC(=O)CNC(=S)N(Cc2ccc(C)cc2)Cc2ccco2)cc1
  A: -0.2	B: -6	C: 0	D: -1.0

CC1=C(C(=O)NCCCN2CCCCC2C)C2(CCCCC2)OC1=O (stereo not given)
  A: 0.0	B: 6	C: 6	D: 0.9

O=C(c1ccccc1NS(=O)(=O)c1ccccc1[N+](=O)[O-])N1CCCC1
  A: 0.2	B: 5	C: 19	D: -0.6

c1ccc(Cn2nnc(-c3ccc(Nc4nccc(-c5cccc(N6CCOCC6)c5)n4)cc3)n2)cc1
  A: 0.1	B: -14	C: 15	D: -1.0

COc1cc(/C=C2/SC(=Nc3ccccc3)NC2=O)cc(I)c1O
  A: -0.1	B: 6	C: 7	D: 2.0

Cc1ccc(Cl)c(Nc2ccccc2C(=O)O)c1Cl
  A: 0.3&-0.1&0.2&0.0	B: -9&-10	C: 8&-2&-9&7&13	D: 2.9&1.7&-1.0&-2.7&-0.6

COc1cc(OC)c(C2=NOC(C(=O)N3CCCc4ccccc43)C2)cc1Cl (stereo not given)
  A: 0.8	B: 12	C: 11	D: -1.0

Cc1cc(C(F)(F)F)c2c(NCc3cccs3)n[nH]c2n1
  A: 0.0	B: -13	C: -1	D: 0.1

O=C(Nc1ccc(-c2nc3ccccc3o2)cc1)c1ccc(NC(=O)c2cccc(I)c2)cc1
  A: 0.2	B: -15	C: 2	D: -0.2

Cc1ccc(-n2c(=S)sc3c(=O)n(-c4ccccc4)c(SCc4cccnc4)nc32)c(C)c1
  A: 0.0	B: -9	C: -3	D: -0.5

CCCCC(CC)CNC(=O)C(=O)Nc1c(C)cccc1C (stereo not given)
  A: 0.4	B: -3	C: -13	D: 2.4

CCOC(=O)c1ccc(Nc2ncnc3c2cnn3-c2ccc(C)cc2C)cc1
  A: -0.1	B: -5	C: 12	D: 3.9

COc1ccc(NC(=O)CCS(=O)(=O)c2ccc3c(c2)n(C)c(=O)c(=O)n3C)cc1
  A: 0.1	B: -6	C: 5	D: 1.9

COc1ccc(N(CC(=O)Nc2ccc(S(=O)(=O)N3CCCCC3)cc2)S(=O)(=O)c2ccccc2)c(OC)c1
  A: 0.1	B: 1	C: 16	D: 0.5

COc1ccccc1/C=C/C(=O)NCC(=O)N1CCC(N(C)C2CCCCC2)CC1
  A: 0.2	B: -5	C: -9	D: -0.7

COc1cc(NC(=O)C/C(C)=N/NC(=O)C(OC)c2ccccc2)c(OC)cc1Cl (stereo not given)
  A: -0.1	B: -5	C: 7	D: -0.6

CC1=C(C(=O)OCC(C)C)C(c2cccc([N+](=O)[O-])c2)NC(=S)N1 (stereo not given)
  A: 0.0	B: -2	C: 5	D: -0.3

CSc1ccc(Cl)c(C(=O)OCC(=O)NCc2ccco2)c1
  A: 0.0	B: 0	C: 8	D: 2.3

CN(C)c1ccc(/C=C2N=C(/C=C\c3cccc([N+](=O)[O-])c3)OC/2=O)cc1
  A: 0.3	B: 5	C: 8	D: -0.5

O=C(Nc1nc2c(s1)CSc1ccccc1-2)C1COc2ccccc2O1 (stereo not given)
  A: -0.1	B: 8	C: -7	D: 2.3

CCc1ccc(/C=N/NC(=O)c2cc(C)oc2C)cc1
  A: 0.2	B: -23	C: 14	D: -3.9

Source: PubChem (The Scripps Research Institute Molecular Screening Center)
